High-throughput results as filed in PubChem BioAssay.
TGFb inhibitor – blocks TGF-b signaling; HepG2 CAGA-GFP TGF-b/SMAD3 reporter, GFP fluorescence, 18 h; TGF-beta stimulated, 500 pg/mL final; 410,000 compounds, 1.2% hits; AID 588855; Potency, µM (highest dose often 46.1 µM), inactives show top-dose activity, negative = inhibition, hits mostly inhibitors; note: potency is the fitted concentration of half-maximal effect; % is set by controls: 0 for no effect and ±100 for the full control effect; nearly all actives have a fitted effect of over 65% in size
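First, reporter cells (HEPG2 CAGA-GFP) rested 2 h at 37 degrees C. Next, compounds were pinned in and TGF-beta added to 500 pg/mL final. After 18 h, GFP was imaged per cell and summed per well.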
Nrf2 ARE act – activators of Nrf2 (ARE) signaling. AREc32 ARE-luciferase reporter (MCF7-derived line), luminescence, 24 h. Potency, µM (highest dose often 46.1 µM), inactives show top-dose activation, most hits filed as activators. 410,000 compounds, 0.31% hits. AID 624171; note: potency is the fitted concentration of half-maximal effect; % of control where 0% means no effect; nearly all actives have a fitted effect of over 65% in size
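Luminescent ARE reporter assay in AREc32_Fluc cells: overnight plating at 37 deg C, 24 hr compound incubation, Steady-Glo added, 30 min RT before reading.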
ATXN viability – cell viability loss in ATXN counter-screen | S2 cells (HEK-293 line with an ATXN2-luciferase reporter) viability, CellTiter-Fluor protease fluorescence, 24 h | Potency, µM (titrated, usually from 56.7 µM), usual class: cytotoxic | 400,000 compounds, 0.49% hits; note: potency is the fitted concentration of half-maximal effect; nearly all actives have a fitted effect of over 40% in size
A549 tox – A549 cytotoxicity, counter-screen for Nrf2 inhibitors; A549 ARE-Fluc cells, CellTiter-Fluor viability, 18-24 h; Potency, µM (top dose mostly 46 µM), for the others: top-dose activity change, negative = cytotoxicity, actives largely listed as inhibitors; 390,000 compounds, 0.16% hits; AID 504648; note: potency is the fitted concentration of half-maximal effect; % is set by controls: 0 for no effect and ±100 for the full control effect
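Cytotoxicity counterscreen: CellTiter-Fluor fluorescence was measured in A549 ARE_Fluc cells after 18-24 h of compound exposure in a concentration series. The subsequent BugLite luminescent read reports ARE-luciferase activity.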
Nrf2 block – Nrf2 pathway inhibition. A549 ARE-Fluc reporter, luciferase luminescence, 18-24 h. Potency, µM (top dose mostly 46 µM), for the others: at the top dose activity change, negative = inhibition, hits mostly inhibitors. 360,000 compounds, 2.1% hits. AID 504444; note: potency is the fitted concentration of half-maximal effect; % is set by controls: 0 for no effect and ±100 for the full control effect; nearly all actives have a fitted effect of over 60% in size
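Cells were seeded and rested 2 h, then exposed to compounds for 18-24 h. CellTiter-Fluor was read first as a viability measure. BugLite was added 15 min before the final luminescent read of ARE-luciferase activity in A549 cells.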
HepG2 viability – kills HepG2 cells in TGF-b inhibitor counter-screen | HepG2 CAGA-GFP viability, ATP luminescence, 18 h | Potency, µM (series often up to 46.1 µM), for inactives: at the highest dose activity change, negative = cytotoxicity, actives largely listed as cytotoxic | 410,000 compounds, 0.76% hits | AID 588856; note: potency is the fitted concentration of half-maximal effect; some results filed as inactive show a strong effect at the top dose
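CellTiter-Glo luminescence gave cytotoxicity after 18 hours at 37 degrees C. The cells were HepG2 CAGA-GFP in 1% FBS DMEM, stimulated with 500 pg/mL TGF-beta after compound addition. %Activity was normalised to no-cell wells (complete cell-killing) and DMSO (no toxicity), and curves were fitted and classified.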
IL-2 act – activates IL-2 in a cell-based reporter assay; IL-2 activation reporter assay, cell-based qHTS; stimulated with anti-CD3/CD4/CD28 beads; in transgenic mouse T cells; activation, % (series mostly up to about 46 µM); 360,000 compounds, 0.065% hits; AID 652025; in the data active = activation above about 50%; inconclusive = mostly about 30% to 49%; note: 0% is about no effect
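Using fluorescent plate cytometry, EGFP and DsRed are detected in transgenic mouse T cells stimulated 18 h at 37 degrees C with antibody-coated beads after 60 min compound pretreatment.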
ATXN2 expr inh – inhibitors of ATXN2 expression. HEK-293 ATXN2-luciferase reporter, luminescence, 24 h. Potency, µM (series often up to 57 µM), inactives show top-dose activity change, negative = inhibition, most hits filed as inhibitors. 360,000 compounds, 0.72% hits; note: potency is the fitted concentration of half-maximal effect; % is set by controls: 0 for no effect and ±100 for the full control effect; nearly all actives have a fitted effect of over 55% in size
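ATXN2-luciferase reporter cells (luciferase flanked by upstream and downstream ATXN2 gene portions) were treated 24 h at 37 °C with compounds at up to 57 uM. SteadyGlo luminescence gave expression; GF-AFC fluorescence gave viability.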
EPAC2 ag – EPAC2 (human) agonism. EPAC2 activation, biochemical qHTS; response scale: 100% = 6.5 mM cAMP response. Potency, µM (series often up to 154 µM), for inactives: at the highest dose activation, actives largely listed as activators. 360,000 compounds, 0.079% hits. AID 720711; note: potency is the fitted concentration of half-maximal effect; nearly all actives have a fitted effect of over 50% in size
Target sequence (Q8WZA2 whole entry, looked up): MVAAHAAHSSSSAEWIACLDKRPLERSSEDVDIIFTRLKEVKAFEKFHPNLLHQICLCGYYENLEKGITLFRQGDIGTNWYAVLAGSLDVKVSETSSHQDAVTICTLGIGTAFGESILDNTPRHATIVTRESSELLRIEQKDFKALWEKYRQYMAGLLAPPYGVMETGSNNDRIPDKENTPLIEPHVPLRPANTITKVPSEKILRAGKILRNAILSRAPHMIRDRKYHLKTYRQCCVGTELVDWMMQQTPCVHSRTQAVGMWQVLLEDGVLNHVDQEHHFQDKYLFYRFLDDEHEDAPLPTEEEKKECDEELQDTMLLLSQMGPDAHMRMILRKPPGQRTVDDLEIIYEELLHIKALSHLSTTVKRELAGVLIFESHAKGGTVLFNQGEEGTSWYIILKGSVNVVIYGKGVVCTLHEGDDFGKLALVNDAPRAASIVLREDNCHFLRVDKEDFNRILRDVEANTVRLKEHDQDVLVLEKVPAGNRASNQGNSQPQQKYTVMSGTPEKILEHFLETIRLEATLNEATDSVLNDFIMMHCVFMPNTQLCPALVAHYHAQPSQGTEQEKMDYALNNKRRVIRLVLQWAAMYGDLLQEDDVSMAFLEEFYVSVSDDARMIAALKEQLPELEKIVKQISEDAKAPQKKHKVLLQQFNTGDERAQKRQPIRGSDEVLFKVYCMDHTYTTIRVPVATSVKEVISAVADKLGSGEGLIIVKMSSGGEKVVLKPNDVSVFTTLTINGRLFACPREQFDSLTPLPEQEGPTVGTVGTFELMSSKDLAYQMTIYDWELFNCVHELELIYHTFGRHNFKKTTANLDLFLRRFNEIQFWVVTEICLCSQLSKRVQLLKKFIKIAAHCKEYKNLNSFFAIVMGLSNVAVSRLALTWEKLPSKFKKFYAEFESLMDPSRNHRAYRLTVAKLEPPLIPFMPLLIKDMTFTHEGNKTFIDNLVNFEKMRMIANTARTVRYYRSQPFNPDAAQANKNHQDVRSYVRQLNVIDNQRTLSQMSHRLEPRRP
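Exchange assay: 100 nM EPAC2 with 250 nM Rap1B-BODIPY-GDP and 50 uM GDP. Fluorescence (ex 480/em 540 nm) read every 5 min for 30 min at room temperature. Data normalized to 6.5 mM cAMP as agonist control.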
* marks the source's active call; other numbers are inactive results; & = joins results of further samples. Unless noted, calls come from the whole dose curve; as a rule, active = well fitted curve in the direction sought with a large enough effect; inconclusive = small, poorly fitted or top-dose-only effect, or another doubt; inactive = no such curve, though single readings can be large; an effect the other way counts as inactive or inconclusive.

The opening 2 compounds, to show the layout:
What do the screens show for `CCOC(=O)c1ccc(NC(=O)N2CC3CC(C2)c2cccc(=O)n2C3)cc1` (stereo not given)?
TGFb inhibitor: 5%; Nrf2 ARE act: 0.3%; ATXN viability: inactive; A549 tox: 4%; Nrf2 block: 13%; HepG2 viability: -1%; IL-2 act: -6.7; ATXN2 expr inh: 6%; EPAC2 ag: 8%

How did COC(=O)C1=C(c2ccc(F)cc2OCc2ccccc2)C[C@@H]2CC[C@H]1N2C(=O)NCc1ccccc1 do in these assays?
TGFb inhibitor: inconclusive; Nrf2 ARE act: 0.8%; ATXN viability: inconclusive; A549 tox: inconclusive; Nrf2 block: 16µM*; HepG2 viability: -21%; IL-2 act: -0.7; ATXN2 expr inh: inconclusive; EPAC2 ag: 17%

Results, from the start:
What do the screens show for `CCOC(=O)c1ccc(NC(=O)N2CC3CC(C2)c2cccc(=O)n2C3)cc1` (stereo not given)?
TGFb inhibitor: 5%; Nrf2 ARE act: 0.3%; ATXN viability: inactive; A549 tox: 4%; Nrf2 block: 13%; HepG2 viability: -1%; IL-2 act: -6.7; ATXN2 expr inh: 6%; EPAC2 ag: 8%

How did COC(=O)C1=C(c2ccc(F)cc2OCc2ccccc2)C[C@@H]2CC[C@H]1N2C(=O)NCc1ccccc1 do in these assays?
TGFb inhibitor: inconclusive; Nrf2 ARE act: 0.8%; ATXN viability: inconclusive; A549 tox: inconclusive; Nrf2 block: 16µM*; HepG2 viability: -21%; IL-2 act: -0.7; ATXN2 expr inh: inconclusive; EPAC2 ag: 17%

What do the screens show for `COCCCn1c(N)c(C(=O)NCc2ccco2)c2nc3ccccc3nc21`?
TGFb inhibitor: -21%; Nrf2 ARE act: 21%; A549 tox: 9%; Nrf2 block: -6%; HepG2 viability: 2%; IL-2 act: -2.1; ATXN2 expr inh: -32%; EPAC2 ag: 5%

Results for CCOC(=O)c1ccc(N=Cc2c(O)n(-c3ccccc3F)c(=S)[nH]c2=O)cc1 ?
TGFb inhibitor: -1%; Nrf2 ARE act: -0.1%; ATXN viability: inactive; A549 tox: -7%; Nrf2 block: 3%; HepG2 viability: 8%; IL-2 act: -0.3; ATXN2 expr inh: 2%; EPAC2 ag: -3%

What do the screens show for `Cc1cnc(C(=O)OCC(=O)N(CC(C)C)C2CCS(=O)(=O)C2)cn1` (stereo not given)?
TGFb inhibitor: -40%; Nrf2 ARE act: 1.1%; ATXN viability: inconclusive; A549 tox: -5%; Nrf2 block: 4%; HepG2 viability: -6%; IL-2 act: -4.3; ATXN2 expr inh: -8%; EPAC2 ag: -3%

Results for CCCCn1c(O)c(C(CC)=Nc2ccc(C(=O)O)cc2)c(=O)[nH]c1=O ?
TGFb inhibitor: 7%; Nrf2 ARE act: -0.5%; ATXN viability: inactive; A549 tox: -11%; Nrf2 block: 2%; HepG2 viability: 1%; IL-2 act: -2.0; ATXN2 expr inh: -7%; EPAC2 ag: -10%

How did CCNC(=S)NCCC1=c2ccccc2=N/C1=C\c1c(O)n(C)c(=O)n(C)c1=O do in these assays?
TGFb inhibitor: 6%; Nrf2 ARE act: 0.6%; ATXN viability: inactive; A549 tox: -3%; Nrf2 block: -7%; HepG2 viability: 16%; IL-2 act: -1.1; EPAC2 ag: 7%

How did COC(=O)C1=C(c2ccc(OCc3ccccc3)cc2)C[C@@H]2CC[C@H]1N2C(=O)NCCCc1ccccc1 do in these assays?
TGFb inhibitor: 6%; Nrf2 ARE act: 0.1%; ATXN viability: inactive; A549 tox: -18%; Nrf2 block: 15µM*; HepG2 viability: -15%; IL-2 act: -2.6; ATXN2 expr inh: 1%; EPAC2 ag: 6%

Results for CCCCC1(CCO)C(=O)NC(=S)NC1=O ?
TGFb inhibitor: -4%; Nrf2 ARE act: -0.7%; ATXN viability: inactive; A549 tox: -8%; Nrf2 block: 0%; HepG2 viability: -2%; IL-2 act: -0.4; ATXN2 expr inh: -15%; EPAC2 ag: 7%

Results for N#CC1c2ccccc2-n2nncc2CN1S(=O)(=O)c1cc(Cl)cc(Cl)c1 (stereo not given) ?
TGFb inhibitor: 3%; Nrf2 ARE act: 0.4%; ATXN viability: inactive; A549 tox: 2%; Nrf2 block: -7%; HepG2 viability: 2%; IL-2 act: -0.1; ATXN2 expr inh: 0%; EPAC2 ag: 3%

How did CC1CCCCC1NC1CCN(C)CC1 (stereo not given) do in these assays?
TGFb inhibitor: 28%; Nrf2 ARE act: -0.8%; ATXN viability: inconclusive; A549 tox: -17%; Nrf2 block: -33%; HepG2 viability: 0%; IL-2 act: 1.2; EPAC2 ag: 4%

Results for COc1ccc2c(c1)C13CCN(C)C(C2)C1CCC1(C3)OCCO1 (stereo not given) ?
TGFb inhibitor: -15%; Nrf2 ARE act: 0.5%; ATXN viability: inactive; A549 tox: -3%; Nrf2 block: -4%; HepG2 viability: -4%; IL-2 act: -2.7; ATXN2 expr inh: 3%; EPAC2 ag: 3%

How did CN1CCN(C(=O)COc2ccc(S(=O)(=O)N(C)Cc3ccccc3)cc2)CC1 do in these assays?
TGFb inhibitor: -1%; Nrf2 ARE act: 0.2%; ATXN viability: inactive; A549 tox: 15%; Nrf2 block: -22%; HepG2 viability: 5%; IL-2 act: -1.7; ATXN2 expr inh: -2%; EPAC2 ag: 11%

What do the screens show for `CCCCCCC(=O)c1c(O)n(-c2ccccc2OC)c(=O)[nH]c1=O` (tested in a mixture with another compound)?
TGFb inhibitor: 3%; Nrf2 ARE act: 0.4%; ATXN viability: inactive; A549 tox: 0%; Nrf2 block: 8%; HepG2 viability: -9%; IL-2 act: 6.7; ATXN2 expr inh: -24%; EPAC2 ag: 6%

What do the screens show for `CC(=O)c1ccc(OC(NC(=O)Cc2ccccc2)C(Cl)(Cl)Cl)cc1` (stereo not given)?
TGFb inhibitor: 1%; Nrf2 ARE act: 3.3%; ATXN viability: inactive; A549 tox: -10%; Nrf2 block: -9%; HepG2 viability: 4%; IL-2 act: -2.5; ATXN2 expr inh: -7%; EPAC2 ag: 6%

Results for COC(=O)C1=C(c2ccc(F)cc2OCc2ccccc2)C[C@@H]2CC[C@H]1N2C(=O)NCc1ccc(OC)cc1 ?
TGFb inhibitor: 10%; Nrf2 ARE act: 0.4%; ATXN viability: inconclusive; A549 tox: -17%; Nrf2 block: inconclusive; HepG2 viability: 6%; IL-2 act: -3.3; ATXN2 expr inh: inconclusive; EPAC2 ag: 2%

Results for CC(=NCCc1c[nH]c2ccccc12)c1c(O)n(Cc2ccccc2)c(=O)[nH]c1=O ?
TGFb inhibitor: 11µM*; Nrf2 ARE act: 3.3%; ATXN viability: inactive; A549 tox: -6%; Nrf2 block: inconclusive; HepG2 viability: 31%; IL-2 act: -7.3; ATXN2 expr inh: inconclusive; EPAC2 ag: 18%

What do the screens show for `COc1ccc(N2C(=O)/C(=C/c3cccs3)C(=O)NC2=S)cc1`?
TGFb inhibitor: -7%; Nrf2 ARE act: 3.2%; ATXN viability: inconclusive; A549 tox: 3%; Nrf2 block: 9%; HepG2 viability: -10%; IL-2 act: -5.0; ATXN2 expr inh: inconclusive; EPAC2 ag: 0%

What do the screens show for `CC1CC(OP(O)(=S)c2ccc(N(C)C)cc2NC(=O)c2cccs2)CC(C)(C)C1` (stereo not given)?
TGFb inhibitor: -20%; Nrf2 ARE act: 11%; ATXN viability: inconclusive; A549 tox: -5%; Nrf2 block: inconclusive; HepG2 viability: -1%; IL-2 act: -3.0; ATXN2 expr inh: 3%; EPAC2 ag: -4%

What do the screens show for `CCOC(=O)c1ncn2c1CN(C)C(=O)c1cc(F)ccc1-2`?
TGFb inhibitor: 15%; Nrf2 ARE act: 0.5%; ATXN viability: inactive; A549 tox: -8%; Nrf2 block: 2.1µM*; HepG2 viability: -22%; IL-2 act: -0.8; ATXN2 expr inh: 2%&7%&-6%; EPAC2 ag: 8%

How did COc1ccccc1NC(=O)c1cn(CCC#N)nc1-c1cccc(Cl)c1 do in these assays?
TGFb inhibitor: -1%; Nrf2 ARE act: -0.2%; ATXN viability: inconclusive; A549 tox: 1%; Nrf2 block: inconclusive; HepG2 viability: -9%; IL-2 act: 1.0; EPAC2 ag: -10%

Results for CC(Cc1cccs1)NCc1ccc(Cl)cc1 (stereo not given) ?
TGFb inhibitor: 5%; Nrf2 ARE act: -0.8%; ATXN viability: inactive; A549 tox: -6%; Nrf2 block: 0%; HepG2 viability: -37%; IL-2 act: -0.6; ATXN2 expr inh: -1%; EPAC2 ag: 2%

Results for C[N+]1(C)[C@@H]2CC[C@H]1CC(OC(=O)C(CO)c1ccccc1)C2 (stereo not given in full) ?
TGFb inhibitor: 0%; Nrf2 ARE act: -1.2%; ATXN viability: inactive; A549 tox: 3%; Nrf2 block: 1%; HepG2 viability: -3%; IL-2 act: 2.6; ATXN2 expr inh: 5%&21%; EPAC2 ag: -1%

What do the screens show for `C#CC1(O)C=CC2C3CCC4=CC(=O)CCC4C3CCC21CC` (stereo not given)?
TGFb inhibitor: -13%; Nrf2 ARE act: 2.2%; ATXN viability: inactive; A549 tox: -7%; Nrf2 block: inconclusive; HepG2 viability: -28%; IL-2 act: -2.3; ATXN2 expr inh: -22%; EPAC2 ag: 6%

What do the screens show for `C[C@@H]1CN([C@H](C)CO)S(=O)(=O)c2ccc(C#Cc3cccc(F)c3)cc2O[C@@H]1CN(C)C(=O)CN1CCOCC1`?
TGFb inhibitor: inconclusive; Nrf2 ARE act: -1.1%; ATXN viability: 20µM*; HepG2 viability: -41%; IL-2 act: -2.3; ATXN2 expr inh: inconclusive; EPAC2 ag: 11%

Results for O=C(NC1CONC1=O)OCC(Cl)(Cl)Cl (stereo not given) ?
TGFb inhibitor: -2%; Nrf2 ARE act: -0.2%; ATXN viability: inactive; A549 tox: 19%; Nrf2 block: 2%; HepG2 viability: -6%; IL-2 act: -0.4; EPAC2 ag: 16%

A portion of the library; rates above refer to the full screens.
